Assay outcomes deposited in PubChem BioAssay by several laboratories.
E coli growth: reduces bacterial viability in AddAB counter-screen | E. coli V3065 growth, OD600 absorbance, 18 h | inhibition, % at 11.9 µM | hit rate 0.27% among 330,000 | AID 449728;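 active means inhibition above the campaign's mean inhibition across all tested compounds plus 3 SD, cut at about 9.9% in these data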;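 further: uninfected addAB+ strain grown without phage in ampicillin broth; 0% = DMSO wells and 100% = ciprofloxacin 0.95 µg/ml wells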
PKA-R1A activ: PKA-R1A complex activation. P00514+P68181. PKA-R1A dissociation, Cy5-IP20 fluorescence polarization; scaled: DMSO 0%, 113 µM cGMP 100%. activation, % at 11.4 µM. hit rate 0.083% among 340,000. AID 504707;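 active means percent activation above the mean of all tested compounds plus 3 SD, cut at about 19% in these data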;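 further: higher means more PKAc released from R1A so a rise in polarization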
Tat export inh: blocks Tat-dependent protein export in E. coli; E. coli MC4100 TorA-mCherry Tat export, fluorescence; inhibition, % at 10 µM; hit rate 0.036% among 340,000; AID 488895;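 active means mean replicate inhibition at least 50% and at least half of replicates individually reaching 50%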;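 further: exported cargo escapes ClpAP degradation while cytoplasmic cargo is degraded and loses fluorescence; 0% = median of neutral control wells and 100% = median of NaSCN control wells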
AddAB inh: less growth of phage-infected E. coli with AddAB | E. coli expressing H. pylori AddAB, absorbance growth | inhibition, % at 11.9 µM | hit rate 0.29% among 330,000; in the data active means inhibition above about 12%;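 further: 0% = vehicle wells of infected cells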
OPRM1-OPRD1 ag: agonists of human mu-delta opioid receptor heterodimerization | P35372+P41143 | hit rate 0.3% among 340,000 | AID 504326 | cells, OPRM1-OPRD1 heterodimerization, luminescence | activation, % at 9.3 µM; in the data active means activation above about 18%;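 further: 0% = vehicle-treated cells and 100% = reference agonist; values of inactives mirror those of a sister screen read the other way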
Target sequence (P35372 whole entry, looked up): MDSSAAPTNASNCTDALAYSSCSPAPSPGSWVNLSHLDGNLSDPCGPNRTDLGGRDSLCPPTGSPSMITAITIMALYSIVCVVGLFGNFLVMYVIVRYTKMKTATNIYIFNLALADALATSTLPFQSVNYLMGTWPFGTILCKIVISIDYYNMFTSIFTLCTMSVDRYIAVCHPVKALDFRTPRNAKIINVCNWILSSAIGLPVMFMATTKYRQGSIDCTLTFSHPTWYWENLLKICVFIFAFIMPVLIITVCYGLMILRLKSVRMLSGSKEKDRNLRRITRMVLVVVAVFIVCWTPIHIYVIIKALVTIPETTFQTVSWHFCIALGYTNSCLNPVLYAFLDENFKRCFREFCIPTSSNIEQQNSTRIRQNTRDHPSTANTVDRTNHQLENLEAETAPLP
Target sequence (P41143 whole entry, looked up): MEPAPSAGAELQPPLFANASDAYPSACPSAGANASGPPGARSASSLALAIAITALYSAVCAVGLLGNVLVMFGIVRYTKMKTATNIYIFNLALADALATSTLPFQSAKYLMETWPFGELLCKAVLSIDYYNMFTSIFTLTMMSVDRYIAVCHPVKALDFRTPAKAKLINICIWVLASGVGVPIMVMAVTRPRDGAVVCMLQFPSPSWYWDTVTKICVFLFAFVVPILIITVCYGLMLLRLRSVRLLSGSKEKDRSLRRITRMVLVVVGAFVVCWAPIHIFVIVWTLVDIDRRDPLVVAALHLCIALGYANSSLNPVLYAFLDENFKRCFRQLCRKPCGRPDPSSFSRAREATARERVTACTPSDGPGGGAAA
OPRM1-OPRD1 inv: inverse agonists of human mu-delta opioid receptor heterodimerization | P35372+P41143 | cell-based MOR-DOR heterodimer luminescence, inverse agonism | inhibition, % at 9.3 µM | hit rate 0.21% among 340,000 | AID 504357; in the data active means inhibition above about 22%, passing the limit was not always enough;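 further: 0% = cells with DMSO and 100% = wells without cells with DMSO; values of inactives mirror those of a sister screen read the other way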
DSG3 Ab inh: human desmoglein-3 autoantibody binding inhibition; DSG3-coupled beads, scFv-anti-DSG3-GFP binding, flow cytometry; stronger effect = lower value; hit rate 0.48% among 310,000; P32926; AID 588358; binding (percent of control), % at 10 µM;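 active means binding more than 3 SD below its plate's average and above zero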;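 further: hits lower antibody fragment binding to DSG3; some compounds called inactive have numbers as strong as hits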
Arr AP2 block: blocks beta-arrestin peptide binding to AP2 adaptin; FITC-arrestin peptide / GST-AP2 beads, flow cytometry; AP2 beta2 appendage carries R879A mutation; inhibition, % at 10 µM; hit rate 0.31% among 340,000; AID 504490;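 active means inhibition above a set limit, near 3 SD of compounds lacking own fluorescence, cut at about 54% in these data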;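 further: plate controls were DMSO wells for no effect and 5 µM unlabelled arrestin peptide for full effect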
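Assay system: GST-AP2 R879A bound to glutathione beads, E. coli-expressed; Medium: PBS with 0.05% Tween 20 and 0.1% BSA; Also added: fluorescein-tagged arrestin peptide at 50 nM final; Timing: 12 min plus 1 h, RT; Measured by: flow cytometry, FL1 (488/535 nm); Evaluation: percent drop in bead-associated FITC signal.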
SUMO Mot1 rescue: SUMOylation pathway inhibition by Mot1-301 growth rescue | hit rate 1% among 320,000 | S. cerevisiae Mot1-301 growth rescue, ATP luminescence, 38.5C; percent above DMSO median, 100 means doubled | growth rescue, % at 18.8 µM;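 active means every valid replicate shows activation above 250% relative to neutral control wells; inactive means the rest, any valid replicate at or below 250%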;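 further: OY570 slx delta 5 strain wells were the positive control but not used for scaling; some compounds called inactive have numbers as strong as hits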
PfHsp90 yeast 2: growth inhibition of yeast expressing Plasmodium Hsp90. S. cerevisiae expressing PfHsp90, BacTiter-Glo ATP, 48 h; yeast lacking PDR1 and PDR3 efflux regulators. inhibition, % at 9.4 µM. hit rate 0.32% among 310,000. AID 504621;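 active means every replicate shows inhibition above about 80%, whatever the replicate mean, limit read from the data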;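 further: 0% = DMSO neutral controls and 100% = 20 µM radicicol positive controls; yeast relying on Plasmodium falciparum Hsp90 in place of its own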
phage Ecoli inh: E. coli growth loss with phage present; growth absorbance; inhibition, % at 11.9 µM; hit rate 0.26% among 360,000; in the data active means inhibition above about 11%
Starred values were filed as active, the others as inactive; . = not tested or not shown.

SMILES	E coli growth	PKA-R1A activ	Tat export inh	AddAB inh	OPRM1-OPRD1 ag	OPRM1-OPRD1 inv	DSG3 Ab inh	Arr AP2 block	SUMO Mot1 rescue	PfHsp90 yeast 2	phage Ecoli inh
Cc1ccccc1C(=O)N1CCC(C(=O)N(CC(C)C)c2c(N)n(Cc3ccccc3)c(=O)[nH]c2=O)CC1	-0.7	0.1	-4.2	-2.1	-0.6	3.5	.	0.8	336.1*	-25.0	5.0
CC(=O)Oc1ccc(N2C(=O)CC(N3CCOCC3)C2=O)cc1 (stereo unspecified)	1.4	-17.7	-6.1	1.6	-5.2	21.7	103.9	1.6	-11.0	16.7	3.5
O=C(CCl)N(Cc1cccc([N+](=O)[O-])c1)c1cccc(Cl)c1	.	-6.9	-9.1	.	31.3*	-204.4	86.3	17.5	.	-2.5	4.3
CC1CCN(C(=O)C(C)OC(=O)CSc2ccc([N+](=O)[O-])cc2)CC1 (stereo unspecified)	0.5	0.7	-1.9	4.9	-2.7	11.1	97.9	15.5	6.0	-17.5	0.3
CC(=O)Nc1nc2ccc(Br)cc2s1	0.4	2.2	-5.9	3.3	0.4	-2.5	.	-5.1	24.1	-27.4	0.5
COc1ccc2oc(C(=O)OCC(=O)NC3CCCCC3)c(C)c2c1	2.5	0.3	0.1	1.1	2.1	-13.6	106.0	30.1	-8.8	.	1.9
CC(Nc1nc(Nc2ccc(F)cc2)nc(SCC(N)=O)n1)c1ccccc1 (stereo unspecified)	-1.5	-17.1	5.7	0.4	-2.0	10.1	110.2	0.1	0.6	1.9	2.3
CCOC(=O)C1=C(COC(=O)c2nc(Cl)ccc2Cl)NC(=O)NC1C (stereo unspecified)	.	1.2	2.9	.	-3.1	16.1	104.6	4.9	.	38.9	-0.1
O=C(NCCc1ccccc1)c1cc(-c2ccco2)on1	-2.5	5.7	7.8	-0.6	-2.0	10.4	100.7	-4.8	13.4	-2.7	-1.0
O=C(C[n+]1ccccc1)Nc1ccc(Cl)c([N+](=O)[O-])c1	0.8	1.8	-5.7	3.0	-2.3	11.6	115.7	9.1	-3.6	-1.6	1.8
O=C(C1CCN(S(=O)(=O)N2CCOCC2)CC1)N1CCN(c2ccc(F)cc2)CC1	-1.9	-4.6	7.4	-0.1	-1.1	5.7	99.8	-40.3	10.5	-2.7	1.6
Cn1ccc(C(=O)OCC(=O)Nc2ccccc2)n1	.	-4.7	3.0	.	-0.5	4.0	.	-3.3	.	-7.0	3.2
CCOC(=O)c1cc2c(=Cc3ccc(N(C)C)cc3)c3ccccc3n2[n+]1C	.	6.4	-440.6	.	8.3	-40.3	.	12.8	.	-0.7	1.3
Cc1ccc(C2(c3ccccc3)NC(=O)N(CC(=O)NCc3ccccc3)C2=O)cc1C (stereo unspecified)	0.2	-7.0	0.2	-0.9	0.3	-1.2	100.5	-0.9	.	.	0.5
Cn1cccc1-c1nc2ccccc2n1Cc1ccccc1	0.9	-2.8	0.5	-0.2	2.3	-14.0	101.0	-2.9	590.6	-3.5	2.0
Cc1ccc(-c2nnc3ccc(SCC(=O)N4CCCc5ccccc54)nn23)cc1	-2.4	2.3	0.6	3.2	-2.9	15.1	98.2	-7.3	-6.5	17.9	3.5
O=S(=O)(NCC1CCCO1)c1ccc(S(=O)(=O)N(Cc2ccc(F)cc2)Cc2ccccn2)cc1 (stereo unspecified)	-1.9	-13.7	-1.1	1.9	2.5	-13.0	98.2	33.2	-10.6	-4.7	1.6
Cn1c(=O)c(C(=O)CN2CC(=O)Nc3ccccc32)c(N)n(Cc2ccccc2)c1=O	-1.8	-14.3	-2.3	0.4	-1.6	7.8	115.2	-32.0	.	-3.2	2.9
O=P(O)(C(O)c1ccccc1)C(O)c1ccccc1 (stereo unspecified)	-0.8	-9.2	-5.8	2.2	-2.6	11.8	91.7	24.1	79.3	-6.9	1.2
CC(C)CN(C(=O)COc1cccc(-n2cnnn2)c1)C1CCS(=O)(=O)C1 (stereo unspecified)	2.5	1.8	-6.6	3.5	-1.6	9.2	105.9	15.8	5.5	6.6	1.8
Brc1ccc(OCCOc2cccc3cccnc23)cc1	2.2	-0.7	2.6	4.0	-0.4	2.2	93.1	5.4	11.1	13.2	3.4
CCN(C(=O)CN1CCN(c2ccc(OC)cc2)CC1)c1c(N)n(Cc2ccccc2)c(=O)[nH]c1=O	-1.3	1.4	-4.5	0.5	-2.3	12.4	66.6	5.5	-1.9	29.4	1.6
COC(=O)CC1C(=O)NCCN1C(=O)CSc1nnc(Nc2ccc(C)cc2)s1 (stereo unspecified)	1.0	7.6	7.4	3.9	-2.1	12.8	69.2	-14.1	-3.2	-5.3	0.9
Cc1ccccc1NC(=O)Cn1c(=O)n(Cc2ccccc2)c(=O)c2c(C)c(C)sc21	-0.6	-2.8	2.0	0.0	-2.4	16.1	81.7	7.6	32.1	-28.4	2.8
CC1CCCC(NC(=O)CSc2ncnc3ccccc23)C1C (stereo unspecified)	0.3	2.4	10.5	0.5	-2.8	10.9	101.3	16.0	4.3	1.3	-1.6

One compound at a time, from the list above:
Shown for O=S(=O)(NCC1CCCO1)c1ccc(S(=O)(=O)N(Cc2ccc(F)cc2)Cc2ccccn2)cc1 (stereo unspecified) = E coli growth = -1.9; PKA-R1A activ = -13.7; Tat export inh = -1.1; AddAB inh = 1.9; OPRM1-OPRD1 ag = 2.5; OPRM1-OPRD1 inv = -13.0; DSG3 Ab inh = 98.2; Arr AP2 block = 33.2; SUMO Mot1 rescue = -10.6; PfHsp90 yeast 2 = -4.7; phage Ecoli inh = 1.6
Shown for O=C(CCl)N(Cc1cccc([N+](=O)[O-])c1)c1cccc(Cl)c1 = E coli growth = .; PKA-R1A activ = -6.9; Tat export inh = -9.1; AddAB inh = .; OPRM1-OPRD1 ag = 31.3*; OPRM1-OPRD1 inv = -204.4; DSG3 Ab inh = 86.3; Arr AP2 block = 17.5; SUMO Mot1 rescue = .; PfHsp90 yeast 2 = -2.5; phage Ecoli inh = 4.3

Next records.
SMILES	E coli growth	PKA-R1A activ	Tat export inh	AddAB inh	OPRM1-OPRD1 ag	OPRM1-OPRD1 inv	DSG3 Ab inh	Arr AP2 block	SUMO Mot1 rescue	PfHsp90 yeast 2	phage Ecoli inh
COc1ccc(-n2c(Cc3cccn3C)nnc2SCC(=O)NC2CCCCC2)cc1	0.9	-5.9	4.5	2.1	-2.7	13.9	112.0	7.5	-10.6	.	1.4
CCOc1cc(/C=N/NC(N)=O)cc(Br)c1OCc1ccccc1F	-1.0	9.4	4.4	1.2	2.7	-14.7	117.8	22.5	5.8	-11.9	3.3
CC(=O)Nc1cccc(C(=O)N(Cc2ccccc2)Cc2ccccc2)c1	3.0	0.5	-2.1	3.6	-3.6	17.5	114.3	-0.2	-8.0	-38.3	0.1
COc1cc(CN2CCC(N3CCC(C(=O)N4CCCC4)CC3)CC2)cc2c1OCO2	0.2	5.1	6.3	6.3	3.5	-17.2	150.2	15.1	171.8	.	1.3
COc1ccc2cc(C(=O)N/N=C/c3cc(OC)c(OC)c(OC)c3)[nH]c2c1	1.8	5.8	-4.1	0.6	0.7	-4.2	92.9	4.6	74.0	0.6	3.3
COc1ccc(-c2ccc3oc(-c4ccc(OC)cc4)c(C#CCCO)c3c2)cc1	0.1	-12.2	0.0	-0.2	-0.2	1.1	99.0	-4.8	-6.2	-3.3	-1.1
CCOc1ccc(CC(=O)Nc2sc(Cc3ccccc3)cc2C(N)=O)cc1OCC	-0.8	-12.9	-3.1	-1.2	2.4	-13.8	98.1	2.8	-1.6	3.8	2.1
O=Cc1cn(CC(=O)N2CCCc3ccccc32)c2ccccc12	-0.3	-0.6	0.8	0.7	-0.3	1.8	89.5	11.2	3.2	-4.0	0.5
O=C(Cc1ccccc1)N1CCN(c2ccccc2F)CC1	0.9	-0.6	-5.0	0.8	-2.5	12.6	112.7	3.0	4.8	9.2	-1.8
COc1ccc(-c2c(C)cc3oc(=O)cc(-c4ccccc4)c3c2C)cc1F	2.5	-3.7	-5.1	3.1	-2.1	10.6	101.2	-1.5	.	8.0	-0.1
CCOC(=O)C1Sc2ccccc2NC1=O (stereo unspecified)	-0.9	-5.0	-2.7	-1.0	-1.4	7.0	101.7	-21.6	5.6	-5.0	1.1
CC(C)CC(=O)N1CCN(S(C)(=O)=O)CC1	0.3	-7.1	0.7	4.5	-2.3	12.8	97.1	-79.7	-14.9	5.0	1.3
Nc1cc(Br)c(N)c(Br)c1	-0.7	3.9	-5.9	1.8	0.9	-4.3	100.2	10.6	2.0	.	3.2
COc1ccccc1/C=N/NC(=O)c1nnn(-c2nonc2N)c1CN(C)c1ccccc1	-1.1	-6.5	0.8	3.8	0.5	-2.6	103.5	7.9	5.6	-93.7	-2.2
O=C1OCCC1Sc1nc2ccccc2s1 (stereo unspecified)	0.4	-1.6	-2.9	0.6	-1.3	7.5	100.9	22.5	-8.6	9.9	1.4
CCC(=O)NC(Nc1c(C)n(C)n(-c2ccccc2)c1=O)C(Cl)(Cl)Cl (stereo unspecified)	-2.2	-7.0	1.6	-3.1	0.6	-4.6	100.1	-2.9	-7.2	-9.3	1.2

An excerpt of these results, with two lines to a compound.
Values in the order – E coli growth	PKA-R1A activ	Tat export inh	AddAB inh	OPRM1-OPRD1 ag	OPRM1-OPRD1 inv	DSG3 Ab inh	Arr AP2 block	SUMO Mot1 rescue	PfHsp90 yeast 2	phage Ecoli inh
COc1ccc2cc(C(=O)N/N=C/c3cc(OC)c(OC)c(OC)c3)[nH]c2c1
  1.8	5.8	-4.1	0.6	0.7	-4.2	92.9	4.6	74.0	0.6	3.3
COc1ccc(-c2ccc3oc(-c4ccc(OC)cc4)c(C#CCCO)c3c2)cc1
  0.1	-12.2	0.0	-0.2	-0.2	1.1	99.0	-4.8	-6.2	-3.3	-1.1

With a hit mark in SUMO Mot1 rescue, of those listed so far:
molecule | PKA-R1A activ | Tat export inh | AddAB inh | OPRM1-OPRD1 ag | OPRM1-OPRD1 inv | DSG3 Ab inh | Arr AP2 block | SUMO Mot1 rescue | phage Ecoli inh
Cc1ccccc1C(=O)N1CCC(C(=O)N(CC(C)C)c2c(N)n(Cc3ccccc3)c(=O)[nH]c2=O)CC1 | 0.1 | -4.2 | -2.1 | -0.6 | 3.5 | . | 0.8 | 336.1* | 5.0

Entries above that have a thiophene ring, fused or not (two):
SMILES	E coli growth	PKA-R1A activ	Tat export inh	AddAB inh	OPRM1-OPRD1 ag	OPRM1-OPRD1 inv	DSG3 Ab inh	Arr AP2 block	SUMO Mot1 rescue	PfHsp90 yeast 2	phage Ecoli inh
Cc1ccccc1NC(=O)Cn1c(=O)n(Cc2ccccc2)c(=O)c2c(C)c(C)sc21	-0.6	-2.8	2.0	0.0	-2.4	16.1	81.7	7.6	32.1	-28.4	2.8
CCOc1ccc(CC(=O)Nc2sc(Cc3ccccc3)cc2C(N)=O)cc1OCC	-0.8	-12.9	-3.1	-1.2	2.4	-13.8	98.1	2.8	-1.6	3.8	2.1
